Bioassay records (PubChem BioAssay)
DAX1 inh-1: NR0B1 (DAX1) inhibition; P51843; HEK293 Gal4-DAX1 luciferase reporter, luminescence; inhibition, % at 6.75 µM; AID 504766; 340,000 tested, 0.99% active;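 active = inhibition above the mean over all tested compounds plus 3 SD, cut at about 4.2% in these data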;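 note: 0% = DAX1-transfected cells with DMSO and 100% = empty-vector control cells with DMSO; inhibition shows as a rise in luminescence from relieved DAX1 repression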
SMARCA2 activ: SMARCA2 function activation, primary screen; 370,000 tested, 1% active; MG213 cells, MMTV-luciferase reporter, dexamethasone, overnight; activation, % at 9.1 µM; AID 652017; in the data active = activation above about 7.8%;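 note: 0% = vehicle wells and 100% = reference activator wells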
hcDAF12 agonist: activators of H. contortus DAF-12 nuclear receptor | HEK293 hcDAF-12 lit1-tk-luc reporter, luminescence; 0% DMSO, 100% Δ7-dafachronic acid | activation, % at 6.8 µM | 370,000 tested, 1.4% active | AID 652067;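 active = activation above the mean of all tested compounds plus 3 SD, cut at about 5.5% in these data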;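 note: 100% = response to 3 µM Δ7-dafachronic acid high control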
ADAM10 inh: inhibitors of human ADAM10 | O14672 | recombinant ADAM10, EDANS/DABCYL FRET peptide cleavage, 3 h | inhibition, % at 7 µM | 370,000 tested, 0.62% active;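 active = inhibition above a per-campaign cutoff equal to the mean of compounds falling between control-based bounds plus 3 SD, cut at about 20% in these data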;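 note: 0% = DMSO wells while the 100% control is not disclosed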
DAX1 inh-2: blocks DAX1 repression of SF-1 activated StAR promoter; HEK293T StAR-luciferase reporter, SF-1/DAX-1 repression relief; inhibition, % at 6.8 µM; 370,000 tested, 1.1% active; AID 652010;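 active = inhibition above the mean over all tested compounds plus 3 SD, cut at about 3.6% in these data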;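 note: 0% = DAX-1 cells with DMSO and 100% = cells lacking DAX-1 with DMSO; higher inhibition means more luminescence from relief of DAX-1 repression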
ssDAF12 agonist: activates DAF-12 receptor from parasite S. stercoralis | HEK293 ssDAF-12/GRIP1 lit1-tk-luc reporter, luminescence; % of 3 µM dafachronic acid response | activation, % at 6.8 µM | 370,000 tested, 1% active | AID 652126;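 active = activation above the mean over all tested compounds plus 3 SD, cut at about 0.9% in these data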;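 note: 0% = DMSO-only wells and 100% = 3 µM delta7-dafachronic acid wells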
FXN GAA850 act: frataxin GAA850 promoter activation; HEK293 lucGAA850 FXN promoter luciferase reporter, 24 h; percent of 10 µM SAHA response; activation, % at 6 µM; 360,000 tested, 0.56% active; AID 540364;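 active = activation above the average of all compounds screened plus 3 SD, cutoff fixed separately per campaign, cut at about 7.5% in these data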;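 note: 0% = DMSO wells and 100% = 10 µM SAHA wells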
sPLA2-III inh: Blocks human group III sPLA2 activity; Q9NZ20; QFRET BODIPY PC-A2 liposome hydrolysis, fluorescence; inhibition, % at 12.2 µM; 370,000 tested, 0.56% active;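 active = inhibition above mean plus 3 SD of compounds lying within the high and low control bounds, cut at about 19% in these data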;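 note: 0% = median of test compound wells and 100% = no enzyme DMSO wells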
GC-B act: GC-B (human) receptor activation. 370,000 tested, 0.11% active. AID 1920062. HEK293-GC-B cells, CNP EC30, cGMP TR-FRET; 0% at EC30 CNP, 100% saturating CNP. activation, % at 10 µM. P20594;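 active = activation at 10 µM reaching about 35% in either raw or pattern-adjusted values, limit read from the data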
Target sequence (P20594 whole entry, looked up): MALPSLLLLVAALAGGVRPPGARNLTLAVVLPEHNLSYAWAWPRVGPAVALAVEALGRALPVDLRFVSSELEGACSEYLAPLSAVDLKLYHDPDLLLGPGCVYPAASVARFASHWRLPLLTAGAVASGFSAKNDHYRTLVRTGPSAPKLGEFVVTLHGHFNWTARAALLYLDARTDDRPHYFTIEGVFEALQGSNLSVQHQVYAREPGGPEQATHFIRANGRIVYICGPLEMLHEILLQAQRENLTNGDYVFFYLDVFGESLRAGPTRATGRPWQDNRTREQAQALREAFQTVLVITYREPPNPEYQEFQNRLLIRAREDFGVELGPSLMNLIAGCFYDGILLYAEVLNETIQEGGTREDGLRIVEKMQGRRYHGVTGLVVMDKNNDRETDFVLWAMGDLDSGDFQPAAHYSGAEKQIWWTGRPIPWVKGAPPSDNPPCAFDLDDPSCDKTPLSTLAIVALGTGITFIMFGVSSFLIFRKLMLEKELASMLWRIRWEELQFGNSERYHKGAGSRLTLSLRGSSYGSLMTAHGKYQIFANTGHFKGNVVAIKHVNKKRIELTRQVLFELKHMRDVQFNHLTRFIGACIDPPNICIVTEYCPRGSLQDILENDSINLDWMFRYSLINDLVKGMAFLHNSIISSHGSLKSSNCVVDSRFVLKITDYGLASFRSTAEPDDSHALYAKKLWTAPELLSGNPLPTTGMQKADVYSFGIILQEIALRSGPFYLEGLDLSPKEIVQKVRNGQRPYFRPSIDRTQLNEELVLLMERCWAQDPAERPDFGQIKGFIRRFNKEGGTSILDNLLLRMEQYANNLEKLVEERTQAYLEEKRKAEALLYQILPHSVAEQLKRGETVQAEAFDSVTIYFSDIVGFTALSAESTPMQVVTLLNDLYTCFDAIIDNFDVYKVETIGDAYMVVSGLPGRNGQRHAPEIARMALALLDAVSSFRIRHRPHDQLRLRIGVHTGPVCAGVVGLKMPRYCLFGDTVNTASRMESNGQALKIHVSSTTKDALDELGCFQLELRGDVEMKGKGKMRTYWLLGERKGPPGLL
hgDAF-12 ag: agonists of H. glycines DAF-12 nuclear receptor; activation, % at 6.8 µM; AID 687014; HEK293 GAL4-hgDAF12 UAS-luciferase reporter, agonist luminescence; normalized to butyrate control; 370,000 tested, 1.8% active;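 active = activation above a cutoff set at the mean of all screened compounds plus 3 SD, cut at about 10% in these data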;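 note: 0% = DMSO wells and 100% = sodium butyrate wells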
GC-A act: GC-A (human) enzyme activation; P16066; HEK293 GC-A cells, cGMP TR-FRET, EC30 ANP; 0% at EC30 ANP, 100% saturating ANP; activation, % at 10 µM; 370,000 tested, 0.14% active; AID 1671463; in the data active = activation above about 40%
The depositor's hits bear a star; . = not tested or not shown.

SMILES	DAX1 inh-1	SMARCA2 activ	hcDAF12 agonist	ADAM10 inh	DAX1 inh-2	ssDAF12 agonist	FXN GAA850 act	sPLA2-III inh	GC-B act	hgDAF-12 ag	GC-A act
O=C1NC(c2ccccc2Cl)=N/C1=C/c1ccco1	4.1	18*	0.7	-2	0.2	-0.2	6.2	-6	-7	5.4	-2
CCC(CC)c1nnc(NC(=O)C2CCCO2)s1 (configuration not stated)	-0.3	-2	-1.3	-9	0.3	-1.1	0.8	1	1	-0.6	3
O=C1NC[C@H](CCCCN2C[C@@H](Cc3ccccc3)N(Cc3ccccc3)C(=O)C2=O)N(CCC2CCCCC2)C1=O	.	0	0.9	-7	0.3	-1.0	.	0	-1	0.7	-1
CCN(Cc1ccccc1)S(=O)(=O)c1ccc2oc(C(=O)O)c(C)c2c1	1.9	-3	-1.3	0	-1.1	-1.6	-1.1	-14	-2	-0.5	-1
CN(C(=O)c1cc(S(=O)(=O)N2CCCCC2)c[nH]1)C1CCCCC1	0.2	-2	-0.3	-17	-1.2	-1.6	0.4	4	3	1.8	0
COc1ccc(S(=O)(=O)Nc2ccc(OCC(=O)O)cc2)c2ccccc12	-0.5	-2	-1.5	-6	-0.2	-0.7	1.4	-2	2	0.0	4
Cc1ccc(S(=O)(=O)N(C)C)cc1NC(=O)COC(=O)c1sc2cc(Cl)ccc2c1Cl	0.3	-2	-0.1	8	0.5	-1.1	0.2	-5	1	2.0	-2
CCOc1ccccc1NC(=O)CS(=O)(=O)c1cn(CC(=O)N2CCOCC2)c2ccccc12	-0.4	-2	0.4	-5	-0.4	-1.5	-1.2	-3	-1	-1.8	0
COc1cc(C(=O)Nc2cccc(-c3nc4cc(C)ccc4o3)c2)cc(OC)c1OC	0.1	1	-0.3	-3	0.1	-0.3	-0.3	19*	7	0.2	3
CCCOc1ccc(/C(CC)=N/NC(=O)C2(C)CC2(Br)Br)cc1 (configuration not stated)	0.5	-2	0.1	1	-0.2	-1.5	-0.3	0	-7	-1.2	1
O=C(CN1C(=O)C2CCCCC2C1=O)Nc1nc2ccc(F)cc2s1 (configuration not stated)	-2.0	2	1.1	1	0.9	-0.7	5.1	-17	1	-0.8	16
Cc1cc(C)cc(NC(=S)N2CCN(c3ccccn3)CC2)c1	2.0	-2	0.4	-8	-0.2	-1.8	-1.5	7	0	-1.8	2
O=C(c1ccccc1)N(Cc1ccco1)C1CCS(=O)(=O)C1 (configuration not stated)	0.2	-3	0.7	-3	0.3	-1.3	-1.2	2	4	-0.1	0
COc1ccc(S(=O)(=O)NCC2CCCN(C(=O)C3CCCC3)C2)cc1 (configuration not stated)	-1.4	-5	-2.2	-2	0.1	-1.3	-0.4	1	4	0.1	-3
CCOc1ccc(-n2cnc3sc4c(c3c2=O)CCCC4)cc1	.	-1	-0.1	-6	1.0	-1.1	3.4	11	-4	-0.7	-7
COc1ccc(NC(=O)c2ccc(Cl)cc2)c[n+]1[O-]	-0.6	1	0.3	2	0.3	-1.4	0.5	4	2	-1.6	0
Cc1cc(C)cc(NS(=O)(=O)c2ccc(NC(=S)NC(=O)c3ccc(Br)o3)cc2)c1	0.2	-3	-1.4	21*	-2.2	-1.5	1.9	-44	.	-2.4	.
COc1cc(Cc2cc(N)nc(N)n2)cc(OC)c1OC	-0.8	1	-0.9	1	-0.1	-0.3	0.5	7	-1	0.5	2
C=CCOC(=O)N1CCN(C(=O)c2ccc3c(c2)nc(C)n3C2CCCC2)CC1	.	-7	-0.8	3	-0.5	-1.3	.	13	0	-2.8	0
Cc1cc(NC(=O)C2CCCO2)ccc1Br (configuration not stated)	-0.9	-7	2.6	9	0.4	-1.1	5.0	3	-1	4.1	-1
O=S(=O)(NCC(c1cccnc1)N1CCN(Cc2ccccc2)CC1)c1ccc(Cl)cc1 (configuration not stated)	0.5	-1	2.7	-6	0.5	-1.2	-2.5	-23	1	0.1	3
Cc1ccc(OCC(=O)NNC(=O)Cn2nnc(-c3ccccc3)n2)cc1	0.8	-2	-1.3	-5	-0.2	-0.9	0.8	-19	0	0.9	-1
CN(C)CCN1CC(O)=C(c2nc3ccccc3s2)C1=N	4.8*	-2	-0.9	-20	0.3	-1.4	3.0	-3	-4	4.0	30
O=S1(=O)N[C@H](Cc2ccccc2)COc2cccc(N3CCC[C@@H]3CO)c21	.	-4	-0.7	-1	-0.9	-0.7	.	2	4	-1.5	-2
COc1cc2c(cc1OC)C(C(=O)Nc1cc(C)c(OC)c(C)c1)CC(=O)N2 (configuration not stated)	0.4	-2	-1.1	-5	-0.3	-1.8	1.5	8	-2	-2.6	2
Fc1cccc(CCN2CCNC[C@@H]2CC2CCCCC2)c1	-0.4	0	0.0	-1	-0.4	-0.9	-0.5	4	-10	0.8	-7
CCC(C)c1ccccc1N1CC(C(=O)NCCc2ccc(OC)c(OC)c2)CC1=O (configuration not stated)	0.9	-3	-1.0	3	-1.1	-1.3	-1.7	6	0	-4.9	-1
O=C(CC1CCCCC1)NCc1ccccc1Cl	0.1	1	1.4	0	1.1	0.5	2.9	-5	-3	6.6	-3
O=C(NCc1ccc(OC(F)(F)F)cc1)c1cccc2c1C(=O)c1ccc(N3CCCC3)cc1S2(=O)=O	0.3	0	-1.9	-5	-0.3	-1.2	0.4	14	0	0.5	2
COc1ccc(NC(=O)C(C)N(c2ccc(C)cc2)S(C)(=O)=O)c(OC)c1 (configuration not stated)	1.0	0	-2.2	3	-0.1	-1.3	1.8	1	2	-0.8	-6
CCOc1ccccc1CNC(=O)c1cc2occc2n1C	0.9	-1	-0.9	-13	0.5	-1.1	0.0	-13	-1	0.2	-4
COc1ccc(OCc2cc(C(=O)NC(C)c3nc(C)cs3)no2)c(Cl)c1 (configuration not stated)	1.9	0	4.1	-2	0.8	-0.1	2.3	-3	-3	12*	6
Cc1cc(NC(=O)COc2ccccc2)n(-c2ccccc2)n1	2.1	-3	2.9	5	-0.2	0.0	0.4	2	10	-0.2	4
CCCCOc1ccc(NC(=O)c2cc(F)c(F)cc2Cl)cc1	0.0	-1	1.3	-5	-0.4	-1.3	-1.5	7	-8	3.9	2
CC1CCC(NC(=O)Nc2cccs2)CC1 (configuration not stated)	-0.9	1	3.0	1	0.8	-0.1	5.9	0	2	7.2	1
CN(Cc1nc2c(s1)CCCC2)C(=O)CCc1nnc(-c2ccc3c(c2)OCO3)o1	-0.1	-3	-0.6	0	0.3	-0.4	0.3	1	-3	-1.8	-4
O=C(c1ccc(S(=O)(=O)Cc2ccccc2Cl)c([N+](=O)[O-])c1)N1CCN(c2ccccn2)CC1	-2.2	-2	-3.2	3	-2.0	-2.6	-5.6	-3	0	-8.3	0
c1ccc(NC(=NCc2ccco2)c2ccccc2)cc1	0.8	-1	-0.4	-3	1.4	-1.2	6.3	3	-7	1.8	-10
CCCn1c(=N)n(CC(=O)O)c2ccccc21	0.3	0	-2.1	0	0.3	-0.4	0.9	0	-1	0.3	-2
Cc1ccsc1C1C(C#N)=C(N)N(N(C)C)C2=C1C(=O)CC(C)(C)C2 (configuration not stated)	0.8	3	-1.1	-2	0.1	-1.1	-0.3	-4	-1	-3.4	3
c1ccc(Cc2nn3c(C4COc5ccccc5O4)nnc3s2)cc1 (configuration not stated)	-0.6	3	1.0	3	0.2	-1.1	2.4	-5	-1	3.2	6
O=C(COC(=O)c1cccnc1Cl)Nc1cc(S(=O)(=O)N2CCCCC2)ccc1Cl	-0.8	-3	0.3	-1	-1.0	-1.3	-1.8	2	-6	1.1	0
CC[C@H](C)[C@@H]1NC(=O)c2cc([N+](=O)[O-])cc(F)c2OCC[C@@H](C(N)=O)NC(=O)[C@H](CCCCN)NC1=O	0.2	0	-0.3	4	0.2	-1.4	2.0	5	1	2.2	0
CCOc1ccc(/C(O)=C2/C(=O)C(=O)N(CCN(C)C)C2c2ccccc2)cc1Cl (configuration not stated)	0.0	4	-2.6	3	-0.4	-0.4	-0.3	-10	3	-0.2	4
CCOC(=O)c1c(NC(C)=O)sc2c(O)c(Br)cc(Br)c12	-1.2	-2	1.3	14	0.0	-1.6	0.5	1	-3	-3.5	0
CCC(CC)NC(=O)CN(c1ccccc1OC)S(=O)(=O)c1cccs1	1.1	-1	-1.4	2	0.0	-1.5	0.9	-6	-1	-2.2	-2
CC1(C)CC(NC(=O)c2cccc(S(=O)(=O)Nc3cccc(Cl)c3)c2)CC(C)(C)N1	0.1	-2	1.2	-6	-1.4	-0.8	0.1	-8	4	-0.2	0
CN(C)CCN1CCN(C2CN(Cc3ccccc3)S(=O)(=O)C2)CC1 (configuration not stated)	.	-5	-0.5	-14	0.9	-1.2	.	9	4	-2.3	2
c1ccc(-c2ncc(CSc3nncn3-c3ccccc3)s2)cc1	-0.3	0	-0.3	7	-0.8	-1.4	0.3	-5	-3	0.2	-2
C=CCOC(=O)C1=C[C@@H](c2cn(C(C)=O)c3ccccc23)C[C@@H](OCc2ccc(CO)cc2)O1	1.1	-1	-0.1	7	0.1	-1.4	0.2	-10	-3	-1.2	1
